NPYLR7 ag = mosquito NPYLR7 agonism. HEK293T NPYLR7/Galpha15, GCaMP6s calcium fluorescence. activation, % at 10 µM. actives 0.15% (n = 270,000). AID 1259423; in the data active = activation above about 40%;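 also: 0% = vehicle and 100% = reference agonist at the receptor; some compounds past the cut are filed as inactive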
mcGAS lum = mouse cGAS inhibition by luminescence. Q8C6L5. recombinant cGAS, Kinase-Glo ATP depletion luminescence. inhibition, % at 12.5 µM. actives 0.15% (n = 160,000). AID 1259399;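 also: 0% = negative control wells and 100% = reference inhibitor with no enzyme activity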
hcGAS lum = human cGAS inhibition; recombinant h-cGAS, ATP depletion, Kinase-Glo luminescence; AID 1259398; Q8N884; inhibition, % at 12.5 µM; actives 0.081% (n = 290,000);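 also: 0% = vehicle reaction and 100% = reaction without DNA for no activity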
Target sequence (Q8N884 whole entry, looked up): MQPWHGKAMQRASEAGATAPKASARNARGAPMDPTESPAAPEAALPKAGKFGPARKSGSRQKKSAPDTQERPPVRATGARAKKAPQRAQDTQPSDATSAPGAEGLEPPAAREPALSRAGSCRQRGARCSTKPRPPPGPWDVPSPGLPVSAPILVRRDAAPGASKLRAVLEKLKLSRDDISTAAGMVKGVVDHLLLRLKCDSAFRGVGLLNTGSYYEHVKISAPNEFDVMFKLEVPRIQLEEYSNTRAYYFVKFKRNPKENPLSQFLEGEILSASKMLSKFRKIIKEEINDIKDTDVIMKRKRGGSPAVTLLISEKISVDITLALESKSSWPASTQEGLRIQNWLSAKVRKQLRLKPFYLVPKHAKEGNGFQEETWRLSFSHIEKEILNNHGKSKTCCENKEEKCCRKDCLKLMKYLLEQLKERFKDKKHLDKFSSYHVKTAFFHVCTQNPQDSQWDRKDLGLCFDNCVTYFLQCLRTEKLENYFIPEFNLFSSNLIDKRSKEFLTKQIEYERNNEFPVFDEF
* hit, by the source's call; / = no result given; & = joins results of further samples. Rule as the data show it, unless noted: active = inhibition above about 40%; inactive = the rest.

The first two entries as a preview:
structure	NPYLR7 ag	mcGAS lum	hcGAS lum
O=C(CN1CCOc2ccccc2C1)NCc1nnc2n1CCC2	8	-12	-4
Clc1cc(Cl)c2nc(N3CCc4ccccc4C3)sc2c1	2	-1	2

This part in full, repeating the preview:
structure	NPYLR7 ag	mcGAS lum	hcGAS lum
O=C(CN1CCOc2ccccc2C1)NCc1nnc2n1CCC2	8	-12	-4
Clc1cc(Cl)c2nc(N3CCc4ccccc4C3)sc2c1	2	-1	2
O=C(COC(=O)C1c2ccccc2Oc2ccccc21)c1ccc(Br)s1	0	-5	-8
CCCN(CC(=O)N(Cc1ccccc1)Cc1cccn1C)C(=O)c1ccc(Br)cc1	10	-7	-6
CN(Cc1noc(C2CCC2)n1)Cc1ncccc1C(=O)O	-1	-13	-10
Cc1csc(=Nc2ccc(Cl)c(Cl)c2)n1/N=C\c1ccccn1	1	/	-8
Cc1nnc(SCC(=O)N2CCCC(C(=O)c3ccc4c5c(cccc35)CC4)C2)o1 (configuration not stated)	20	/	-11
Cc1nc2cccc(C)n2c(=O)c1NC(=O)Cc1ccc(-c2ccccc2)cc1	2	/	-16
COc1ccccc1-c1ccc2c(c1)C(C)(Cc1ccc(S(C)(=O)=O)cc1)C(=O)N2 (configuration not stated)	1	-4	4
O=C(NCCCN1CCCC1=O)c1c(-n2cccc2)sc2c1CCCC2	1	-7	-3
CN1CCC(NC(c2cccs2)C2CCCCC2)CC1 (configuration not stated)	/	-7	-9
CCc1cn[nH]c1C1CCN(C(=O)CCc2ccc(=O)[nH]n2)CC1	15	/	-5
O=C(NS(=O)(=O)c1cccc2cnccc12)c1ccnc(Cl)c1	0	/	-7
CN(Cc1ccccc1)C(=O)c1nc2ccccn2c1CNCCN1CCCCC1	5	/	-5
CC(C)COc1nc(-c2ccc3c(c2)OCO3)n(-c2ccc(NC(=O)c3cccs3)cc2)n1	/	-5	-4
CNc1nc2c(c(C(=O)N3CCCC3)n1)CN(C(=O)C1CC13CCC3)CC2 (configuration not stated)	/	-5	-6
O=C(NCC1CCCN(C2CCSCC2)C1)c1ccc(-c2ccccc2)cc1 (configuration not stated)	9&0	-11	-7&-5
CCS(=O)(=O)N1CCN(c2ccc(-n3ccc(C)n3)nn2)CC1	-4	-9	-7
COC(=O)c1cc2sc(Cl)cc2n1Cc1cc(=O)n2ccccc2n1	4	-2	-8
O=[N+]([O-])c1cccc(C2c3cccn3CCCN2Cc2ccco2)c1 (configuration not stated)	-9	1	0
CCC(C(=O)N(Cc1cc(NC(=O)C(C)C)ccc1N(C)C)CC1CC1)c1ccccc1 (configuration not stated)	-7	0	5
Cc1cccc(NC(=O)CC2CSc3nc4c(cnn4-c4ccccc4)c(=O)n32)c1C (configuration not stated)	1	-7	-6
COC(=O)c1c(NC(=O)CSc2ncnc3sc4c(c23)CCCC4)sc(C)c1C	-2	-4	-8
COc1ccc(CC(=O)N(CC(=O)N2CCc3sccc3C2c2ccc(Cl)cc2Cl)Cc2ccc(F)cc2)cc1 (configuration not stated)	-4	-4	-3
CCCC1CCC(c2ccc(-c3nc(-c4ccc([N+](=O)[O-])cc4)no3)cc2)CC1 (configuration not stated)	-7	0	7
O=C(CSc1ncnc2sccc12)NC(=O)NC1CCCC1	9	/	-2
CN1CCN(C(=O)c2nn3c(C(F)(F)F)cc(-c4ccccc4)nc3c2Br)CC1	3	-6	-3
CC(Nc1ccccc1)C(=O)Nc1ccc(Br)cc1F (configuration not stated)	-5	/	-11
CCC(C)(C)C1CCc2sc3ncnc(N4CCOCC4)c3c2C1 (configuration not stated)	2	-4	-12
Cc1ccc(OCC(=O)NNC(=O)NCc2ccccc2F)cc1C	-4	-7	-1
COc1ccccc1CNC(=O)Nc1nn(Cc2ccc(C(F)(F)F)cc2)c2ccccc12	6	-4	-4
Cc1c(CNC(=O)NCCC(O)C(F)(F)F)oc2ccc(F)cc12 (configuration not stated)	0	-13	-2
c1ccc(-c2nccn2CC2CCN(C3CCCC3)CC2)nc1	3	/	-6
CCC(=Nn1c(CC)n[nH]c1=S)c1ccc(O)cc1	1	/	-4
COc1ccc(CCN(C)S(=O)(=O)c2ccc(OC)c(N3CCN(S(=O)(=O)c4c(C)cc(C)cc4C)CC3)c2)cc1OC	17	-6	2
CCN1CCN(C(=O)CCC2CCN(CC3CCOC(C)(C)C3)CC2)CC1 (configuration not stated)	18	-8	-4
FC(F)(F)C1CN(c2nc(-c3ccccc3)nc3c2CCC3)CCO1 (configuration not stated)	-13	1	2
COc1cccc(NC(=O)NCCS(=O)(=O)c2c(C)[nH]c3ccccc23)c1OC	5	/	1
COC(=O)c1nn(-c2ccc(C)cc2C)cc1O	0	/	3
COc1ccccc1C(=O)NCCN=C1NS(=O)(=O)c2ccccc21	3	-3	0
Nc1cc(-c2ccco2)nn1C1CCS(=O)(=O)C1 (configuration not stated)	8	/	1
Cc1nc(N2CCCC2C(=O)NCC2CC3C=CC2C32CC2)nc2cc(S(C)(=O)=O)ccc12 (configuration not stated)	23	-10	-3
Cc1nn(-c2ccc(F)cc2)c(C)c1C(=O)N1CCN(S(=O)(=O)c2ccccc2Cl)CC1	-3	-2	-1
O=C1c2ccc([N+](=O)[O-])cc2C(=O)N1CCCCN1C(=O)c2ccc([N+](=O)[O-])cc2C1=O	-7	-4	-5
COc1ccc(Cn2c(-c3ccco3)n[nH]c2=O)cc1	5	/	-5
Cc1cc(C)nc(NC2=NC3CCCCC3N2)n1 (configuration not stated)	11	/	-10
N#Cc1ccc(CNC(=O)NCc2ccc(OC(F)F)cc2)c(F)c1	7	/	-6
O=C(NCCNc1cccnc1)c1nc2ccccc2[nH]1	18	/	-4
O=C(CC1=CCCCC1)NC1CCc2[nH]c3ccc(Cl)cc3c2C1 (configuration not stated)	13	3	5
CCOC(=O)c1cc(-c2ccccc2C)n(-c2ccc(C(=O)N3CCC3)cc2)n1	-2	0	1
O=c1c2cnc3nc(-c4cccnc4)nn3c2ccn1Cc1cccnc1	3	/	-9
C=CCCC(O)CN(CCCOC)Cc1nc2scc(-c3ccc(OC)cc3)c2c(=O)[nH]1 (configuration not stated)	-1	-2	1
CCOc1ccc(NC(=O)N2CCN(c3nc(CC(C)C)nc4sc5c(c34)CCC(C)C5)CC2)cc1 (configuration not stated)	-9	-4	-2
O=C(O)c1cccnc1N1CCC(N2CCCC2=O)CC1	-4	/	1
Cc1cc(C)n(-c2cc(NCCNC(=O)Nc3ccc(F)cc3F)ncn2)n1	-4	-7	-2
Cc1nc(Nc2ccc(NC(=O)c3ccc4c(c3)OCO4)cc2)cc(-n2ccnc2)n1	-15	-11	-4
O=C(Nc1ccc(C(F)(F)F)cc1)N(Cc1ccco1)CC1CCCO1 (configuration not stated)	-24	2	3
O=C1C2N=NN(C(=O)Nc3cccc(F)c3)C2C(=O)N1Cc1cccc(F)c1 (configuration not stated)	11	/	0
CCCN(Cc1cccc(Cl)c1)C(=O)c1ccoc1	-7	-2	2
CCn1c2ccccc2c2cc(Nc3ccnc(NCCCN4CCOCC4)n3)ccc21	-7	3	3

A few values from the list.
c1ccc(-c2nccn2CC2CCN(C3CCCC3)CC2)nc1 | hcGAS lum: -6
Cc1cc(C)n(-c2cc(NCCNC(=O)Nc3ccc(F)cc3F)ncn2)n1 | hcGAS lum: -2
FC(F)(F)C1CN(c2nc(-c3ccccc3)nc3c2CCC3)CCO1 (configuration not stated) | hcGAS lum: 2
N#Cc1ccc(CNC(=O)NCc2ccc(OC(F)F)cc2)c(F)c1 | NPYLR7 ag: 7

Next section.
structure	NPYLR7 ag	mcGAS lum	hcGAS lum
CN(C)C(=O)CNC(=O)c1cc(-c2cccc(Cl)c2)no1	-1	/	-15
O=S(=O)(Nc1cccc(OC2CCCC2)c1)c1ccccc1F	-4&-6	/	14&-7
COc1ccccc1Nc1nc(C)c([N+](=O)[O-])c(Nc2ccccc2OC)n1	-6	-6	-5
CCOc1ncccc1CN1CCC(C(=O)N2CCC(O)(c3ccccc3)CC2)CC1	5	-3	-10
Cc1ccc(C2=NOC(CN(Cc3cccc(Cl)c3)CC(O)COc3ccccc3C)C2)cc1 (configuration not stated)	-1	-3	0
N#Cc1ccccc1S(=O)(=O)NC1CCSc2ccccc21 (configuration not stated)	-3	-7	-15
O=C(Nc1cc(F)ccc1Oc1ccccc1)N1CCC(CCO)C1 (configuration not stated)	-2	/	-4
C=CCC(c1ccccc1F)N(CCN1CCOCC1)C(=O)Nc1cccc(Cl)c1 (configuration not stated)	3	/	-5
CN(C)C(=O)N1CCC(C(=O)N(C)c2ccccc2-c2ccccc2)CC1	-2	-17	-7
O=C(CSc1nc(Cl)cc(N2CCN(C(c3ccccc3)c3ccccc3)CC2)n1)NCc1ccc(F)cc1	27	-5	-2
COc1cccc(NC(=O)N2CCSC2c2cccc(OCc3ccccc3)c2)c1 (configuration not stated)	19	-5	-2
CC(=O)Nc1ccc(Cl)c(C(=O)NCCCCc2ccccn2)c1	24	-16	-6
CCN(CC(=O)N(Cc1cccn1Cc1ccccc1Cl)C1CCCCC1)S(=O)(=O)c1ccc(C)cc1	-3	-5	-7
CC(=O)NNC(=O)CCc1nc2ccccc2c(=O)[nH]1	7	/	-4
CC1(CNC(=O)CC(CCc2ccccc2)c2c[nH]c3ccc([N+](=O)[O-])cc23)CCCO1 (configuration not stated)	24	/	-7
CCc1ccc(S(=O)(=O)N2CCN(c3nccc(-c4cccc(C(F)(F)F)c4)n3)CC2)cc1	11	-5	0
CCOC(=O)C1CCN(C(c2ccccc2Cl)C2Sc3nc(C)nn3C2=O)CC1 (configuration not stated)	1	-7	-7
O=C(CCl)Nc1noc2ncccc12	3	/	-9
O=C(O)CSc1cccc[n+]1[O-]	2	-4	-4
CC(=O)c1cccc2c1OC(C)C(=O)N2Cc1ccccc1F (configuration not stated)	2	/	-1
COc1ccc(-c2nnc(SCc3ccccc3OC)n2-c2ccc(Cl)c(Cl)c2)cc1	/	-9	-11
Cn1c(-c2ccc(F)cc2)csc1=N	12	/	-2
O=c1cc(CNc2cc(Cl)ccc2Cl)nc2sccn12	-6	-4	-4
COc1cc(C)ccc1Oc1cc(-c2ccccc2)nc(SCc2ccccc2)n1	3	/	-2
CO/N=C(/C(=O)NC(C)CC(C)C)c1csc(NC=O)n1 (configuration not stated)	2	-4	-5
CCC(C)Oc1ccc(CN(C)Cc2noc(C)n2)cc1Cl (configuration not stated)	6	-9	-10
O[C@@H]1CN(c2ncnc3nc[nH]c23)CC[C@H]1c1ccc2c(c1)OCO2	0	/	-1
O=C(c1ccc2ncsc2c1)N1CCC(n2c(-c3ccccc3)nc3ccc(F)cc32)CC1	-3	-8	-7
COc1ccc(CC(=O)NCCn2nc(-c3cccs3)ccc2=O)cc1	-1	-8	2
FC(F)(F)c1ccnc(NOCc2ccccc2)n1	-4	/	3

Complete entries, quoted from the list. Screens in order: NPYLR7 ag	mcGAS lum	hcGAS lum
`Cn1c(-c2ccc(F)cc2)csc1=N` as listed: 12	/	-2
`O=S(=O)(Nc1cccc(OC2CCCC2)c1)c1ccccc1F` as listed: -4&-6	/	14&-7
`CN(C)C(=O)CNC(=O)c1cc(-c2cccc(Cl)c2)no1` as listed: -1	/	-15

(further entries)
structure	NPYLR7 ag	mcGAS lum	hcGAS lum
COc1cccc(OCC2c3ccsc3CCN2C(=O)CN(CC2CCCO2)C(=O)c2cccs2)c1 (configuration not stated)	-6	0	-2
O=C(NCc1cccnc1)c1c2c(nc3ccccc13)CCCC2	-3	-1	-2
O=C(NCc1ccc2c(c1)OCO2)c1cccnc1N1CCN(C(=O)CCCOc2ccccc2)CC1	14	-5	-3
Nc1cc(Cl)ccc1N1CCCC1	3	/	3
COCc1nn(CC2CC2)c2c1CN(C(=O)C1CCCC1)CC2	/	-5	-11
CC(C)c1ccc(C(=O)N2CCOC(C(F)(F)F)C2)c(=O)[nH]1 (configuration not stated)	-2	-7	-1
Cc1ccc(NC(=O)c2cc(-c3ccccc3Cl)nn2-c2ccc(Cl)c(Cl)c2)cc1	1	2	20
Cn1c(-c2ccccc2)cc2c(Nc3cccc(S(C)(=O)=O)c3)nccc21	-4	-8	-5
N#CCc1nc2ccccc2[nH]1	13	7	-2
CCOC(=O)C1(NC(=O)c2cccc(NC(=O)C3CC3C)c2)CCCCC1 (configuration not stated)	15	/	-7
O=C(C1=Cc2cc(Cl)ccc2OC1)N1CCC(c2ccccc2)CC1	-7	1	3
COc1ccc(S(=O)(=O)Nc2ccc(N(C)C)c(CN(CC3CC3)C(=O)c3cccc(C)c3)c2)cc1	28	-4	-3
CCS(=O)(=O)n1nc(-c2ccco2)nc1SC	3	/	-12

Assay outcomes (PubChem)

Not a hit list; any-hit rate near 0.29%.
